MrgX1 antag: human MrgX1 receptor antagonism, primary screen. B-score at 10 µM. MRGX1-HEK293 calcium flux, Fluo-4, BAM8-22 antagonism; hits give low values. 310,000 compounds, 1.3% hits;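 active = calcium-response B-score plate-corrected more than 3 library SD below zero, starting fluorescence within 5 deviations, no agonist response on first addition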;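 also: peak minus trough fluorescence over baseline after final BAM8-22 challenge near maximal dose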
SKKanGAS inh: blocks kanamycin growth of S. pyogenes SKKanGAS strain. BacTiter-Glo, 6 h. inhibition, % at 7.5 µM. 300,000 compounds, 1.3% hits. AID 1662;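 active = mean replicate score, as percent of positive control median, at least 50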;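 also: strain carries kanamycin resistance gene driven by streptokinase promoter and grows in 40 µg/ml kanamycin; loss of luminescence reflects streptokinase promoter inhibition or plain growth inhibition; 0% = median of DMSO wells and 100% = positive control at its reference dose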
MrgX1 agonist: human MrgX1 receptor agonism, primary screen | MrgX1-HEK293 cells, Fluo-4 calcium fluorescence, agonist mode; hits give high values | B-score at 10 µM | 310,000 compounds, 0.44% hits;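 active = calcium response B-score plate-corrected fluorescence ratio at least 3 library SD, with starting fluorescence B-score inside 5 SD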
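Material: HEK293 cells stably expressing human MrgX1 receptor | Quantity: 15,000 cells per well | Times: Cells plated overnight, dye loaded 0.5 h 37 °C, 0.5 h room temperature | Measured by: Kinetic Fluo-4 NW fluorescence of intracellular calcium | Control set: Positive and negative controls per plate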
TRPC6 inhibitor: blocks the mouse TRPC6 cation channel; HEK293-TRPC6, membrane potential dye, ACh-evoked depolarization; hits give low values; Q61143; AID 2553; B-score at 10 µM; 310,000 compounds, 1.1% hits;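 active = B-score under library mean minus 3 SD, initial fluorescence not abnormally high, positive integrated signal ratio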;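 also: B-score derived from integrated fluorescence ratio over the kinetic read; more negative B-score means stronger inhibition of depolarization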
Target sequence (Q61143 whole entry, looked up): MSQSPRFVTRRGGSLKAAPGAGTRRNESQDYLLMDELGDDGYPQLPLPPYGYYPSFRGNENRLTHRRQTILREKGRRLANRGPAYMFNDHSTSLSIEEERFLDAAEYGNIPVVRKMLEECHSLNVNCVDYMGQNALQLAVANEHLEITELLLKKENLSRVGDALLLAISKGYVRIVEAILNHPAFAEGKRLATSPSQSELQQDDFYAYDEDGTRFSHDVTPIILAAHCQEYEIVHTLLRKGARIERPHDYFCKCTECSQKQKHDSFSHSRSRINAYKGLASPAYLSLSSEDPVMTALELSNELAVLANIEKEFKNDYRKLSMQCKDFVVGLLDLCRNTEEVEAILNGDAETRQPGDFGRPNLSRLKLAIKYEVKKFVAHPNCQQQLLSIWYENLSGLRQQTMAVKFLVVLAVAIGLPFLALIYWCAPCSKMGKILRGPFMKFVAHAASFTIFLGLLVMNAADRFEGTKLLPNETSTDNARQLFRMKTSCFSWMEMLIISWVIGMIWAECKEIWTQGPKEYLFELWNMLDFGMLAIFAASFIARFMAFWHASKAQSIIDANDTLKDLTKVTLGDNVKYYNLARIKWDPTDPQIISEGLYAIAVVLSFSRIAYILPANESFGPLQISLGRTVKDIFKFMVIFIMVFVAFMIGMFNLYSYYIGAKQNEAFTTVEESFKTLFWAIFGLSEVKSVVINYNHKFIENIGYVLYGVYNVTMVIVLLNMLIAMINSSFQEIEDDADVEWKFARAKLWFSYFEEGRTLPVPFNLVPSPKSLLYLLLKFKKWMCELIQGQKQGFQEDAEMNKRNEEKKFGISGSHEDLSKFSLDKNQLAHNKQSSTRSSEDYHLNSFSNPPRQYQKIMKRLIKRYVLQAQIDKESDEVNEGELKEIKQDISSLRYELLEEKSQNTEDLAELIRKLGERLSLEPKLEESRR
MrgX1 allo act: human MrgX1 positive allosteric modulation, primary screen. Q96LB2. MrgX1-HEK293, Fluo-4 calcium flux, FDSS; hits give high values. B-score at 10 µM. 310,000 compounds, 0.63% hits;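 active = plate-corrected calcium response at least 3 library SD above typical, normal starting fluorescence, not activating the receptor alone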;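 also: compound read alongside a low EC10 to EC30 dose of BAM8-22 agonist; peak minus trough fluorescence over baseline measured at the second addition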
HIF activator: HIF pathway transcriptional activation; U2OS HRE-luciferase reporter, luminescence; normalized: DMSO 0%, desferrioxamine 100%; activation, % at 7.5 µM (by protocol); AID 1910; 300,000 compounds, 0.32% hits;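 active = mean activation of at least 10% of the iron chelator positive control signal, with at least half of replicates also reaching 10%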
TRPC4 block: TRPC4 (mouse) channel inhibition | Q9QUQ5 | HEK293 TRPC4beta/mu-opioid, DAMGO-evoked Fluo4 calcium flux; hits give low values | B-score at 10 µM | 300,000 compounds, 0.39% hits | AID 2247;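 active = B-score over 3 SD under the library average, no early fluorescence shift, positive overall ratio signal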
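Assay system: Stable TRPC4beta/mu-opioid receptor HEK293 cells | Reagent: DAMGO in two steps, submaximal then maximal | Compound dosing: Single concentration per test compound | Signal: Fluo4 Ca2+ flux fluorescence | Evaluation: Per-well B score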
RGS4 inh: human RGS4 inhibition | P49798 | HEK293 M3R/RGS4 inducible, Fluo-4 calcium flux; hits give high values; triggered by carbachol at its EC20 | AID 463165 | 310,000 compounds, 0.45% hits | B-score at 10 µM;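 active = B-score, a plate-corrected calcium signal, over three deviations above library mean, with baseline fluorescence within five deviations of library mean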;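 also: RGS4 expression induced by doxycycline in cells with stable M3 receptor; B-score is computed from the integrated fluorescence ratio over baseline after carbachol; higher B-score means a larger calcium signal and so more RGS4 inhibition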
TRPC6 activator: activators of mouse TRPC6 channel. Q61143. HEK293-TRPC6 membrane potential dye fluorescence; hits give high values. B-score at 10 µM. 310,000 compounds, 0.13% hits. AID 2550;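 active = B-score of the integrated fluorescence ratio above library mean plus 3 SD, and starting fluorescence ratio within library mean plus 5 SD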;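 also: higher score means more depolarization so channel activation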
Platelet DG rel: modulates dense granule release in human platelets; human platelet-rich plasma, SFLLRN dense granule ATP release, luminescence; inhibition, %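 (compounds screened at 7.5 µM in platelet-rich plasma)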; 300,000 compounds, 0.22% hits;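 active = mean replicate score, as percent of positive control, at or above 50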
RGS4 act: potentiators or activators of RGS4; B-score at 10 µM; AID 463111; 310,000 compounds, 0.92% hits; HEK293 M3R/inducible RGS4, carbachol calcium flux Fluo4; hits give low values;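 active = B-score of the integrated calcium signal more than 4 SD below the library mean, with starting fluorescence not abnormally high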;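 also: negative B-score means reduced calcium response which marks RGS4 activation or potentiation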
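Assay system: Inducible-RGS4 HEK293 cells carrying M3 receptor | Schedule: Compound preincubation 20 min at room temperature before agonist | Signal: Kinetic calcium fluorescence imaging with Fluo4-AM dye, 2 µM | Read-out basis: B score from integrated fluorescence ratio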
The depositor's hits bear a star; i = inactive; · = no result given.

Molecule	MrgX1 antag	SKKanGAS inh	MrgX1 agonist	TRPC6 inhibitor	MrgX1 allo act	HIF activator	TRPC4 block	RGS4 inh	TRPC6 activator	Platelet DG rel	RGS4 act
Cc1nn(C(C)C(=O)NCCN2CCCCCC2)c(=O)c2nn(-c3ccccc3)c(C)c12 (configuration not stated)	i	0	i	i	i	-0.1	i	i	i	4	i
COc1cc(/C=C/C(=O)N2CC(C)OC(C)C2)cc(OC)c1OC (configuration not stated)	i	14	i	i	i	-34	i	i	i	-7	i
O=C(CN1C(=O)NC2(CCCC2)C1=O)N1CCN(S(=O)(=O)c2ccccc2Br)CC1	i	0	i	i	i	-2.4	i	i	i	1	i
Cc1cc(C)c(S(=O)(=O)c2cccc(Br)c2C)c(=O)[nH]1	i	2	i	i	i	0.5	i	i	i	·	i
CC(C)CCOC(=O)C1C2C=CC3(CN(Cc4cccs4)C(=O)C13)O2 (configuration not stated)	i	-7	i	i	i	-0.2	i	i	i	-1	i
Cc1nc(-c2ccccn2)nc(N(C)c2ccccc2)c1Cl	i	93*	i	i	i	-0.2	i	i	i	·	i
Cc1cc(-c2ccccc2)nc2[nH]n(-c3ccccc3)c(=O)c12	i	-3	i	i	i	0.0	i	i	i	-1	i
CCC(Cc1ccccc1)NS(=O)(=O)c1c(C)nc2scc(C)n2c1=O (configuration not stated)	i	3	i	i	i	0.1	i	i	i	-1	i
COC(C/C=C\[C@@H](O)[C@@H](C)OCc1ccccc1)OC	i	-2	i	i	i	-0.9	i	i	i	4	i
CCOC(=O)Cn1c(=O)c2c(nc3n2CCN3Cc2ccccc2)n(C)c1=O	i	4	i	i	i	-0.1	i	i	i	5	i
Cc1cc(C)n(-c2ccc(C(=O)Nc3cccnc3)cc2)n1	i	8	i	i	i	0.5	i	i	i	4	i
CC1=CCC(C(=O)O)(C(=O)N/N=C/c2cccnc2)C(c2ccccc2)C1 (configuration not stated)	i	5	i	i	i	-0.2	i	i	i	7	i
CCOCc1nnc(NC(=O)CCc2ccccc2)s1	i	1	i	i	i	0.0	i	i	i	-1	i
Cc1ccc2c(c1)C(c1ccccc1)N(C(=O)c1ccc(Br)o1)CC(=O)N2 (configuration not stated)	i	5	i	i	i	-0.2	i	i	i	-1	i
COc1cc(/C=N/NC(=O)c2ccc(CN(C)S(=O)(=O)c3ccc(C)cc3)cc2)ccc1O	i	2	i	i	i	0.4	i	i	i	14	i
Cc1ccc(S(=O)(=O)N2CCN(CC(=O)Nc3ccc([N+](=O)[O-])cc3)CC2)cc1C	i	0	i	i	i	-0.6	i	i	i	0	i
CC(OC(=O)C1=COCCO1)C(=O)NC(C)c1ccc(Cl)cc1Cl (configuration not stated)	i	-4	i	i	i	-0.6	i	i	i	-16	i
NC(=O)c1ccc(-n2nnnc2SCc2ccccc2)cc1	i	-1	i	i	i	-0.3	i	i	i	8	i
COc1ccc(CNC(=O)C2CCN(c3cc(C(=O)Nc4cccc(OC)c4)ccn3)CC2)cc1	i	3	i	i	i	-0.3	i	i	i	8	i
O=C(CSCc1c(Cl)cccc1Cl)NN1C(=O)c2ccccc2C1=O	i	1	i	i	i	-0.2	i	i	i	-2	i
COc1cc(NC(=O)CSCc2cnn(-c3ccccc3)c2-n2cccc2)cc(OC)c1	i	-2	i	i	i	-0.3	·	i	i	3	i
O=C(O)c1nnn(-c2cc(C(F)(F)F)cc(C(F)(F)F)c2)c1-c1ccccc1	i	-5	i	i	i	-1.2	i	i	i	2	i
CC(C)C(NC(=O)c1ccccc1)C(=O)NCCc1ccccc1 (configuration not stated)	i	0	i	i	i	0.2	i	i	i	-2	i
Cc1cccc(C(=O)NCC(=O)N2CCN(S(=O)(=O)c3ccccc3)CC2)c1	-4.6*	-3	i	i	i	-0.3	i	i	i	-31	i
Cc1ccc(NC(=O)CSc2nnc(-c3cccs3)o2)cc1S(=O)(=O)N(C)C	i	4	i	i	i	1.1	i	i	i	3	i
CCSCC1COC(c2cccn2Cc2ccc(C)cc2)=N1 (configuration not stated)	i	33	i	i	i	-11	i	i	i	2	i
COc1ccc(OCCSc2nnc(CCNC(=O)c3ccc(OC)cc3)n2C)cc1	i	-3	i	i	i	0.1	i	i	i	0	i
OC(CCN1CCOCC1)c1ccccc1 (configuration not stated)	i	3	i	i	i	0.8	i	i	i	0	i
O=C(Cc1ccc(Cl)cc1)NCC(=O)N1CCCC1	i	-10	i	i	i	-0.6	i	i	i	3	i
O=[N+]([O-])c1cccc(S(=O)(=O)Nc2cccc(-c3ccc(N4CCOCC4)nn3)c2)c1	i	2	i	i	i	1.6	i	i	i	-16	i
Cc1cccc(N(CC(O)CN2CCOCC2)S(=O)(=O)c2ccccc2)c1 (configuration not stated)	i	0	i	i	i	0.1	i	i	i	-7	i
O=c1[nH]cc(NCCc2ccccc2)c(=O)[nH]1	i	6	i	i	i	0.2	i	i	i	0	i
CCOC(=O)Cc1c(C)nc2c(-c3ccccc3)c(C)[nH]n2c1=O	i	2	i	i	i	-0.4	i	i	i	-1	i
O=C1CC(N2CCN(c3ccc(S(=O)(=O)N4CCCC4)cc3)CC2)C(=O)N1c1ccc(F)cc1 (configuration not stated)	i	6	i	i	i	-0.2	i	i	i	15	i
CCN(CC(=O)Nc1c(F)cccc1F)C(=O)c1cccc(S(=O)(=O)N2CCc3ccccc3C2)c1	i	1	i	i	i	-23	i	i	i	0	i
CCOc1ccccc1NC(=O)c1ccc2nccnc2c1	i	-2	i	i	i	-0.1	i	i	i	4	i
COc1ccc(C(NC(=O)/C=C\c2ccco2)c2ccc(OC)c(OC)c2)cc1 (configuration not stated)	i	7	i	i	i	-0.3	i	i	i	-3	i
COc1cc(/C=C/C(=O)O)cc(Br)c1O	i	-22	i	i	i	-0.4	i	i	i	-7	i
c1ccc(-c2nc(-c3ccncc3)n[nH]2)nc1	i	-7	i	i	i	1.4	i	i	i	32	i
CC1(C)CC(=O)C2=C(C1)Nc1ccccc1N(C(=O)C1CC1)C2c1ccco1 (configuration not stated)	i	-8	i	i	i	-0.1	i	i	i	7	i
CN1CCC(=NNC(=O)CSCc2ccccc2)CC1	i	2	i	i	i	0.6	i	i	i	7	i
CCN1C(=O)[C@H]2[C@@H](c3ccc(SC4CCCCC4)c(OC)c3)N3CCCC[C@@]3(C(=O)OC)[C@H]2C1=O	i	21	i	i	i	1.1	i	i	i	0	i
CC(OC(=O)CNC(=O)C12CC3CC(CC(C3)C1)C2)C(=O)Nc1ccc(N2CCOCC2)cc1 (configuration not stated)	i	-3	i	i	i	0.1	i	i	i	85*	i
COC(=O)c1ccccc1NC(=O)c1cnn2cccnc12	i	11	i	i	i	-0.7	i	i	i	3	i
O=C(Nc1cccc(F)c1)NC1(C(=O)N2CCOCC2)CCCCC1	i	-2	i	i	i	-0.2	i	i	i	2	i
COc1ccc(C(=O)CSc2nc3ccc([N+](=O)[O-])cc3[nH]2)cc1	i	-10	i	i	i	0.0	i	i	i	-4	i
O=C(Cn1nnc(-c2ccc(CN3CCOCC3)cc2)n1)NC1CCCCC1	i	10	i	i	i	0.2	i	i	i	3	i
N#CC(c1ccncc1)(c1ncc(C(F)(F)F)cc1Cl)N1CCOCC1 (configuration not stated)	i	-3	i	i	i	-0.1	i	i	i	-1	i
Cc1ccc2c(c1)NC(=O)C(CC(=O)NCCCN1CCCC1=O)O2 (configuration not stated)	i	-2	i	i	i	0.3	i	i	i	-11	i
O=C(NCCN1CCN(Cc2ccccc2Cl)CC1)Nc1ccccc1	i	5	i	i	i	-0.1	i	i	i	6	i

Next records:
Molecule	MrgX1 antag	SKKanGAS inh	MrgX1 agonist	TRPC6 inhibitor	MrgX1 allo act	HIF activator	TRPC4 block	RGS4 inh	TRPC6 activator	Platelet DG rel	RGS4 act
CCCCNC(=O)Nc1nnc(-c2ccccc2)o1	i	-1	i	i	i	0.1	i	i	i	10	i
Cn1cnnc1SCC(=O)NNC(=O)c1ccc(Cl)cc1	i	-2	i	i	i	-21	i	i	i	-4	i
CCOc1ccc(C(CC(=O)O)NC(=O)c2ccco2)cc1 (configuration not stated)	i	1	i	i	i	-0.2	i	i	i	0	i
CC1Cc2ccccc2N1C(=O)CN1C(=O)COc2ccccc21 (configuration not stated)	i	-7	i	i	i	-1.2	i	i	i	3	i
O=C(NCc1ccc(F)cc1)c1cccc(S(=O)(=O)N2CCCC2)c1	i	-6	i	i	i	0.2	i	i	i	-11	i
Cc1nc2cc(C(=O)OCC(=O)Nc3cccc(Cl)c3)ccc2n1-c1ccccc1	i	19	i	i	i	-0.4	i	i	i	1	i
CCC(C)[C@H](N)c1nnc(SCc2cccc(F)c2)o1 (some centres not stated)	i	-1	i	i	i	-0.5	i	i	i	4	i
CCCCN(CCCC)CCCNC(=O)Cn1cc2c(n1)-c1c(oc(C(=O)N3CCCC3)c1C)CC2	i	0	i	i	i	-0.2	i	i	i	4	i

In the list so far, these contain two or more sulfur atoms.
Molecule	MrgX1 antag	SKKanGAS inh	MrgX1 agonist	TRPC6 inhibitor	MrgX1 allo act	HIF activator	TRPC4 block	RGS4 inh	TRPC6 activator	Platelet DG rel	RGS4 act
CCC(Cc1ccccc1)NS(=O)(=O)c1c(C)nc2scc(C)n2c1=O (configuration not stated)	i	3	i	i	i	0.1	i	i	i	-1	i
Cc1ccc(NC(=O)CSc2nnc(-c3cccs3)o2)cc1S(=O)(=O)N(C)C	i	4	i	i	i	1.1	i	i	i	3	i
